Screens (PubChem)
PLC-gamma1 inh – PLC-gamma1 (human) inhibition, primary screen; purified PLC-gamma1, fluorogenic substrate, fluorescence; inhibition, % at 12.2 µM; actives 0.84% (n = 370,000); in the data active = inhibition above about 9.5%
UHRF1 binding – blocks human UHRF1 binding to methylated DNA; UHRF1 binding to methylated oligo, TR-FRET; actives 0.75% (n = 370,000); AID 687016; inhibition, % at 4.4 µM; in the data active = inhibition above about 21%;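 also: UHRF1 SRA domain binding a hemimethylated CpG hairpin DNA probe; 0% = median of test compound wells and 100% = reference inhibitor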
proKLK7 act – proKLK7 (human) activation, primary screen; AID 652039; P49862; purified proKLK7, EDANS-DABCYL substrate fluorescence; 100% is mature enzyme control, 0% vehicle; activation, % at 7 µM; actives 0.9% (n = 370,000);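 active = activation above the mean of all tested compounds plus 3 SD, computed per campaign excluding outliers beyond control limits, cut at about 13% in these data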
NR1D1 modulator – Rev-erb alpha (human) modulation; actives 0.79% (n = 370,000); Rev-erbα–FITC-DNA binding, fluorescence polarization, 90 min; P20393; activity, % at 10 µM; AID 1259318;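 active = activity above about 14%, limit read from the data; passing the limit was not always enough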;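 also: 0% = DMSO wells with 35 nM protein and 100% = DMSO wells with 750 nM protein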
ASAP1 GAP inh – ASAP1 ArfGAP inhibition | ASAP1-stimulated ARF1 GTP hydrolysis, GDP FP detection | actives 0.19% (n = 360,000) | AID 624377 | Q9ULH1 | inhibition, % at 16.5 µM; in the data active = inhibition above about 25%;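 also: 0% = vehicle with enzyme and substrate and 100% = no enzyme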
Tn6 DDE FP – inhibitors of Tn6 peptide binding to human fibrin DD(E). P02675. Fibrin DD(E) TRITC-Tn6 fluorescence polarization displacement. inhibition, % at 8.3 µM. actives 0.21% (n = 370,000);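 active = inhibition above a per-campaign cutoff: mean of compounds within control limits plus 3 SD, cut at about 15% in these data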;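 also: 0% = median of all compound wells on the plate and 100% = blocking peptide control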
DDE Tn7 FP inh – inhibitors of Tn7 peptide binding to human fibrin DD(E). AID 720508. inhibition, % at 8.3 µM. FP displacement of FITC-Tn7 peptide from fibrin DD(E); 0% = median of compound wells per plate. P02675. actives 0.13% (n = 370,000);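 active = inhibition above the mean of compounds falling within the control limits plus 3 SD of them, cut at about 14% in these data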;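 also: 0% = plate median of compound wells and 100% = 10 µM Aha-Tn7 peptide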
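Test system: human clot-derived fibrin DD(E) complex / Quantity: 2 µM final DD(E) protein / Incubation: 10 min plus 3 h, room temperature / Measured by: fluorescence polarization / Benchmarks: high control of 10 µM Aha-Tn7 peptide / Replicates: singlicate testing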
ARFGAP1 inh – inhibits rat ARF GTPase activating protein 1; Q62848; Arfgap1-stimulated ARF1 GTP hydrolysis, GDP FP detection; inhibition, % at 16.5 µM; actives 0.26% (n = 360,000); AID 651572;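 active = inhibition above a per-plate limit, mean inhibition of low control wells plus 3 SD, cut at about 25% in these data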;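 also: 0% = DMSO wells with enzyme and 100% = wells lacking Arfgap1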
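Material: rat Arfgap1 catalytic domain, aa 1-136; also added: human ARF1(Δ1-17)-GTP substrate; compound dosing: one concentration, 16.5 µM, DMSO 1.26%; incubation: GTP hydrolysis reaction 2 h at 25 °C; measured by: Tracer-displacement fluorescence polarization with EDTA stop, 620/688 nm; evaluation: % inhibition from polarization; repeats: one replicate per compound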
sPLA2-III inh – Blocks human group III sPLA2 activity | Q9NZ20 | QFRET BODIPY PC-A2 liposome hydrolysis, fluorescence | inhibition, % at 12.2 µM | actives 0.56% (n = 370,000);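 active = inhibition above mean plus 3 SD of compounds lying within the high and low control bounds, cut at about 19% in these data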;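 also: 0% = median of test compound wells and 100% = no enzyme DMSO wells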
PLC-beta3 inh – inhibitors of human phospholipase C beta3 | Q01970 | Purified PLC-beta3, fluorogenic substrate, fluorescence | inhibition, % at 12.2 µM | actives 0.18% (n = 370,000); in the data active = inhibition above about 11%;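 also: 0% = median of compound wells on plate and 100% = full blocker control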
Target sequence (Q01970 whole entry, looked up): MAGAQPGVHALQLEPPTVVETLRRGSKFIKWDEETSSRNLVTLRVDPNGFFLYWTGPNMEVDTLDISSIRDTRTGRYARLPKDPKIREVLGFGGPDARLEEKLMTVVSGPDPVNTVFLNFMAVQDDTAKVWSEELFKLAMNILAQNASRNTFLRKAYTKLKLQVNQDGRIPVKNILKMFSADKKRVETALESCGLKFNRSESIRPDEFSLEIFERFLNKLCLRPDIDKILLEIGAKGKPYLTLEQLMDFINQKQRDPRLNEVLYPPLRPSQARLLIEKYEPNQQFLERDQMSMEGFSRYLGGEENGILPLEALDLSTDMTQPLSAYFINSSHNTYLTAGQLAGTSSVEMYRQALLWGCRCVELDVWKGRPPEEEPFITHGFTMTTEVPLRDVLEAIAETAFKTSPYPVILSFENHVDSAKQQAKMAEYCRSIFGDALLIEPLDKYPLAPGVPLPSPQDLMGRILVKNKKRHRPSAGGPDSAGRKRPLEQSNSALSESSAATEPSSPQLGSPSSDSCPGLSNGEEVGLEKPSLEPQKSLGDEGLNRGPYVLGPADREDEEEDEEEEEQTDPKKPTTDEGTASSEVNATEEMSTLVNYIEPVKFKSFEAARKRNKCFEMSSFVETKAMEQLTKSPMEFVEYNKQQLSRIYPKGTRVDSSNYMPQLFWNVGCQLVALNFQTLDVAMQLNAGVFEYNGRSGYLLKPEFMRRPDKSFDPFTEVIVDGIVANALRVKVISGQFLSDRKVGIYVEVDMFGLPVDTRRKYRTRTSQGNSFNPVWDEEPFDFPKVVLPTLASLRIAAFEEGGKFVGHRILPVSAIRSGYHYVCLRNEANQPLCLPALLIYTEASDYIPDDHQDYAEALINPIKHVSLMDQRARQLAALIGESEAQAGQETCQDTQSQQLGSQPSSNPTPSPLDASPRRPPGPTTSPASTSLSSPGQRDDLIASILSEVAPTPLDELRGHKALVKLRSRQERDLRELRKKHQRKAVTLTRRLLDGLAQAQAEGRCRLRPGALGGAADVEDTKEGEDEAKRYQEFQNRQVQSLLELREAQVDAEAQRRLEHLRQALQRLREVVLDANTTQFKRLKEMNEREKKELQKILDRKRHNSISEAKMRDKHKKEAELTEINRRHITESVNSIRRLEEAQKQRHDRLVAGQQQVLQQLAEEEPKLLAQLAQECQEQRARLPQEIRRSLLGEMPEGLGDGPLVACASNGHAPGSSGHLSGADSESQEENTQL
The depositor's hits bear a star; i = inactive; . = not tested or not shown.

Each structure is followed by: proKLK7 act	ASAP1 GAP inh	NR1D1 modulator	ARFGAP1 inh	PLC-gamma1 inh	sPLA2-III inh	PLC-beta3 inh	Tn6 DDE FP	UHRF1 binding	DDE Tn7 FP inh
CC(Nc1cccc(C(=O)NC2CC2)c1)c1nnc(-c2ccccc2)o1 (stereo not given)
  0.1	3	-5	-2	-3	1	-3	-1	0	3
Cc1cc(C)nc(NN=C2CCCC2)n1
  -0.2	4	5	1	1	5	-2	3	4	4
CC(=O)c1c(C)[nH]c(C(=O)N2CCN(c3cc(Cl)ccc3C)CC2)c1C
  0.0	3	5	-11	0	4	3	-1	0	2
COc1ccc(NC(=O)C[C@H]2C(=O)N(c3ccc(OC)cc3)C[C@@H]2C)cc1
  0.7	4	-4	0	5	6	-2	3	1	-1
CCOC(=O)c1[nH]c(C)c(C)c1C
  -0.5	7	-1	-9	0	2	3	5	-1	0
O=C(CN(C(=O)c1ccc(Cl)cc1Cl)N1C(=O)C2C3C=CC(C3)C2C1=O)c1ccc(F)cc1 (stereo not given)
  0.0	-5	0	1	2	-4	0	2	5	1
NCC(=O)NCC(=O)OCc1ccccc1
  0.1	-1	.	1	-1	9	-7	9	1	5
CSCCC(NC(=O)COc1ccccc1)C(=O)N1CC(C)CC(C)C1 (stereo not given)
  -0.7	6	-3	13	-1	-7	3	-8	-1	-7
c1ccc2c(c1)-c1ccccc1C2N1CCOCC1
  0.4	-3	5	0	4	5	2	-4	-1	-1
CCCNC(=O)c1cccc(COc2ccccc2OC)c1
  -0.1	4	-3	-10	3	0	-1	4	1	0
CCn1c(=O)cc(SCC(=O)Nc2cc(OC)c(OC)c(OC)c2)c2ccccc21
  -0.1	6	-3	3	3	-9	4	-6	4	-6
CC(=O)c1sc2nc(=O)c(C)nn2c1C
  -1.1	5	6	14	-3	-3	-7	2	-3	-10
O=C(NCCCn1ccnc1)/C(=C\c1ccco1)NC(=O)c1ccco1
  0.5	11	-2	10	6	4	0	-5	0	-3
COc1cc(Cl)cc(/C=N\NC(=O)c2ccc3c(c2)OCO3)c1O
  -19	5	0	34*	-68	13	-111	1	-1	1
O=C(c1ccc([N+](=O)[O-])s1)N1CCCc2ccccc21
  0.2	7	-1	12	6	12	-7	-1	2	-5
O=C(OCCc1cc2ccccc2c(=O)o1)c1ccc(C(F)(F)F)cc1
  -0.1	2	-3	15	-8	2	2	4	1	1
C[C@H]1[C@@H](NC(=O)c2ccc(O)cc2)CC[C@@]23CCCN2C(=O)CCC[C@@H]13
  .	.	-7	.	-3	2	6	-5	0	-3
COc1ccc(CCNC(=O)Cn2ccc3c(OC)cccc3c2=O)cc1OC
  0.6	17	-3	8	0	2	-6	-1	2	-7
CCN1CCN(c2cc(C)c3cc(NC(=O)c4ccc(C)c(C)c4)ccc3n2)CC1
  29*	13	2	11	-13	-8	-32	-4	1	1
Fc1ccc(CNc2ccc(N3CCN(Cc4ccccc4)CC3)cc2)cc1
  0.5	5	2	7	-1	19	-8	4	-6	-3
CCCc1[nH]nc2c1C(c1cc(OC)cc(OC)c1)C(C#N)=C(N)O2 (stereo not given)
  0.2	-8	-2	6	4	-9	0	-5	-2	-6
c1ccc(-c2oc3ncnc(NCCCN4CCOCC4)c3c2-c2ccccc2)cc1
  -1.0	6	-1	10	-25	-13	-39	-1	1	-7
COC(=O)/C(=C\Nc1ccc(Oc2ccc(F)cc2F)nc1)NC(=O)c1ccccc1
  -0.3	3	-2	2	0	-7	-4	-1	-5	-3
Cc1cccn2c(=O)c3cc(C(=O)O)n(C)c3nc12
  21*	1	-5	9	i	17	i	-3	-2	3
CCCCOc1cc(=O)[nH]c(=O)[nH]1
  0.0	-4	-4	-8	-5	9	-7	-8	-5	1
COc1cc(NC(=O)c2cccc(F)c2)cc(OC)c1OC
  -0.3	12	1	9	-1	1	-1	5	11	8
COc1ccc(CN2C(=O)[C@@](O)(c3cccn3C)c3cc(F)ccc32)cc1
  0.5	.	-8	.	-2	-12	1	3	-2	7
COc1ccccc1CNC(=O)CCNS(=O)(=O)/C=C/c1ccc(C)cc1
  0.5	-3	-1	-5	-5	-14	-9	8	-2	0
Cc1ccc(C)c(N2CCN(C(=O)CCNS(=O)(=O)c3ccc4c(c3)oc(=O)n4C)CC2)c1
  0.2	1	6	-5	2	-7	-7	1	0	2
Cc1ccc(C)c(N2CCN(C(=O)c3ccc4nsnc4c3)CC2)c1
  0.4	-7	3	-15	2	-2	0	7	-1	5
O=C(Nn1cnnc1)C(Sc1ccccc1)c1ccccc1 (stereo not given)
  0.0	-4	-2	-11	2	-2	1	0	-2	1
N#Cc1nc(-c2ccc(F)cc2)oc1NCc1ccccc1
  -13	10	-5	-2	-242	-1	-315	-4	0	4
Cn1c(COc2ccc(Cl)cc2)nnc1SCC(=O)NC1CC1
  0.7	9	-2	-5	1	0	-3	1	-1	2
O=C(NCCc1ccccc1F)C1CC(=O)N(c2ccc3c(c2)OCCO3)C1 (stereo not given)
  -0.5	-4	-8	-1	-3	13	-2	3	0	7
Cc1ccc(NC(=O)CCN2CCC(C(N)=O)CC2)cc1
  -0.6	15	1	0	3	3	-1	1	-1	-5
COc1ccc(C(=O)COC(=O)C(C(C)C)N2C(=O)C3C4C=CC(C4)C3C2=O)cc1 (stereo not given)
  0.2	4	3	7	0	-1	1	2	-2	2
Cc1cccc(CCN(C(=O)Cc2cccs2)C(C(=O)NC2CCCCC2)c2cccnc2)c1 (stereo not given)
  0.3	-9	0	5	3	-1	-3	-4	2	-1
CSCCC(c1nc2ccccc2[nH]1)n1c(-c2ccc3ncccc3c2)nc2ccccc21 (stereo not given)
  0.3	2	-5	7	-8	3	-12	-5	1	-1
Cc1nc2cc(-c3ccc(Cl)cc3)nn2c(NCCN(C)C)c1C
  0.2	9	-4	3	-27	-14	-30	-3	4	2
CCOc1ccc(Nc2nc(-c3sc(N)nc3C)cs2)cc1
  -0.3	-1	4	11	-5	6	-16	-3	-2	5
CC(=O)Nc1cccc(NC(=O)CSc2nnc(NC(=O)c3ccco3)s2)c1
  0.0	10	-12	5	-10	5	-20	-6	3	2
CC1CCC(NC(=O)CNC(=O)Cc2cccc3ccccc23)CC1 (stereo not given)
  0.4	-12	-1	-10	-1	0	-8	7	-1	-1
Cc1nc2nc(CCNS(=O)(=O)c3ccc(Cl)cc3)cn2nc1C
  24*	12	3	-6	i	5	i	-1	-2	0
O=C(NCc1cccnc1)c1cn(CCc2ccccc2)nn1
  0.7	-4	-3	2	0	4	1	6	0	9
Cc1nnc2ccc(N3CCOCC3)nn12
  -0.4	5	1	1	2	-1	2	1	3	-1
O=C(Nc1ccc2c(c1)C(=O)N(CC1CCCO1)C2=O)c1ccccc1Br (stereo not given)
  -4.2	10	0	1	-57	-10	-76	-4	0	8
O=C(c1ccco1)c1nc2c(n1O)CCCCC2
  -0.3	2	-5	-2	7	4	8	-6	1	1
CCO[C@@H]1OC(C(=O)N2CCN(Cc3ccccc3)CC2)=C[C@H](c2ccc(C(F)(F)F)cc2)[C@H]1CCCO
  0.4	19	-2	-3	-1	-10	2	4	-3	3
Cc1ccc(/C=N/NC(=O)C2COc3ccccc3O2)s1 (stereo not given)
  -0.3	-3	-1	5	2	3	-3	7	-2	-2
Cc1ccc(CS(=O)Cc2ccc(C(=O)N3CCOCC3)o2)cc1 (stereo not given)
  -0.4	3	-3	-15	2	11	2	6	4	6

The list goes on:
Each structure is followed by: proKLK7 act	ASAP1 GAP inh	NR1D1 modulator	ARFGAP1 inh	PLC-gamma1 inh	sPLA2-III inh	PLC-beta3 inh	Tn6 DDE FP	UHRF1 binding	DDE Tn7 FP inh
CC1CCN(C(=O)Cn2c(SCC(=O)Nc3nccs3)nc3ccccc32)CC1
  0.8	4	-5	-4	0	-2	1	-2	2	4
COc1ccc(OC)c(N(CC(=O)NCC2CCCO2)S(=O)(=O)c2ccccc2)c1 (stereo not given)
  -0.4	5	3	5	5	12	-5	2	5	-5
CS(=O)(=O)Nc1ccccc1C(=O)c1ccccc1
  0.4	4	-8	12	2	2	4	0	-2	2
Cc1ccc(CC2CC(=O)N(c3cc(Cl)ccn3)C2=O)cc1 (stereo not given)
  0.2	-4	3	-9	-2	3	0	-8	2	5
Cc1cccc(-c2nc(CS(=O)CC(=O)NCc3ccco3)c(C)o2)c1 (stereo not given)
  -0.1	7	-9	4	2	1	-4	4	-1	1
CC(C)c1ccc(NC(=O)CSc2n[nH]c(=O)n2-c2cccnc2)cc1
  0.0	-9	-3	-16	3	-1	-6	8	-4	8
O=C(CSc1nc(-c2ccccc2)nc2ccccc12)Nc1cccc(C(=O)O)c1
  -0.2	-1	-3	-7	0	-9	0	-6	0	3
CN(C)CCN(C(=O)/C=C/c1cccs1)c1nc2ccc(Br)cc2s1
  -190	6	-1	-4	-2	-7	-10	-7	-1	-1
CCOC(=O)CCNC(=O)N1CCCC(C(=O)c2ccc3c(c2)OCO3)C1 (stereo not given)
  0.2	5	-2	-1	-6	14	-9	-7	11	5
O=C(CS(=O)CC(=O)N(c1ccccc1)C(C(=O)NC1CCCCC1)c1ccco1)Nc1ccc(F)cc1 (stereo not given)
  -0.6	-1	8	-3	2	4	3	4	0	8

A different layout for part of the listing above:
smiles,proKLK7 act,ASAP1 GAP inh,NR1D1 modulator,ARFGAP1 inh,PLC-gamma1 inh,sPLA2-III inh,PLC-beta3 inh,Tn6 DDE FP,UHRF1 binding,DDE Tn7 FP inh
O=C(CS(=O)CC(=O)N(c1ccccc1)C(C(=O)NC1CCCCC1)c1ccco1)Nc1ccc(F)cc1 (stereo not given),-0.6,-1,8,-3,2,4,3,4,0,8
CS(=O)(=O)Nc1ccccc1C(=O)c1ccccc1,0.4,4,-8,12,2,2,4,0,-2,2
COc1ccc(OC)c(N(CC(=O)NCC2CCCO2)S(=O)(=O)c2ccccc2)c1 (stereo not given),-0.4,5,3,5,5,12,-5,2,5,-5

(list continues)
Each structure is followed by: proKLK7 act	ASAP1 GAP inh	NR1D1 modulator	ARFGAP1 inh	PLC-gamma1 inh	sPLA2-III inh	PLC-beta3 inh	Tn6 DDE FP	UHRF1 binding	DDE Tn7 FP inh
CSCCC(NS(=O)(=O)c1ccccc1)C(=O)OCc1cc(=O)oc2cc(O)ccc12 (stereo not given)
  435*	17	1	11	i	-19	i	0	5	-3
Cc1ccccc1-n1c(=O)c2ccccc2n2c(=O)[nH]nc12
  0.2	-5	3	2	5	3	-2	2	-2	1
O=C(Cn1cnc([N+](=O)[O-])c1)NCCc1ccccc1
  -0.1	16	5	-1	6	4	0	-4	4	5
C=CCOc1cccc(C2C(C(=O)c3ccc(C)o3)=C(O)C(=O)N2CCCn2ccnc2)c1 (stereo not given)
  0.0	9	1	5	-3	-11	-16	0	-5	-2
N#Cc1cccc(C(=O)OCC(=O)c2ccc3c(c2)NC(=O)CO3)c1
  0.1	-13	-6	-3	0	-5	-6	-2	-1	5
COc1ccc(OCC(O)CNC(=O)Nc2ccc(C(C)(C)C)cc2)cc1 (stereo not given)
  0.1	-2	4	6	0	9	-6	4	4	4
